Screens: PubChem, several laboratories
SIAE inh: blocks human sialic acid acetylesterase; Q9HAT2; SIAE FP-Rh probe binding, fluorescence polarization; inhibition, % at 9.66 µM; 0.69% of 370,000 active;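 active = inhibition above a cutoff: mean of compounds within the control limits plus 3 SD of those, cut at about 17% in these data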;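 also: 0% = plate median of compound wells and 100% = probe without SIAE protein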
LEDGF integ inh: blocks HIV-1 LEDGF/p75-dependent DNA integration; TR-FRET IN-LEDGF/p75 DNA integration, Eu/Cy5; inhibition, % at 3.7 µM; 0.64% of 370,000 active; AID 743269;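 active = inhibition above the screen-wide mean plus 3 SD, cut at about 13% in these data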;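 also: signal is the Cy5 over europium emission ratio at 671 and 618 nm; 0% = plate median of compound wells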
MBD2 inh: inhibitors of human MBD2 binding to methylated oligonucleotide; AID 686964; inhibition, % at 4.4 µM; Q9UBB5; TR-FRET; 0.31% of 370,000 active; in the data active = inhibition above about 13%
Target sequence (Q9UBB5 whole entry, looked up): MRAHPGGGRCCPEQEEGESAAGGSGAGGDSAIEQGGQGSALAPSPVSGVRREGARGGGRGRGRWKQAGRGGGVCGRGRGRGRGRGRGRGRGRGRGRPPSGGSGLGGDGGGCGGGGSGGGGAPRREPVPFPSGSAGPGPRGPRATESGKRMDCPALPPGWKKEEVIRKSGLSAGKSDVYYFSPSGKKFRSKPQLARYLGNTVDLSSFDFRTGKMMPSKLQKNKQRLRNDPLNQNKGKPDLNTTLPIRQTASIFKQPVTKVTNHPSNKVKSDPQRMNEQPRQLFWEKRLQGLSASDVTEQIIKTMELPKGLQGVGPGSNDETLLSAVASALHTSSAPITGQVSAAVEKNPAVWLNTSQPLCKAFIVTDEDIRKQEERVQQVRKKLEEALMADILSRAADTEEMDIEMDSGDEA
NPR2 activator: GC-B (human) receptor activation. HEK293-GC-B cells, CNP EC30, cGMP TR-FRET; 0% at EC30 CNP, 100% saturating CNP. activation, % at 10 µM. 0.11% of 370,000 active;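 active = activation at 10 µM reaching about 35% in either raw or pattern-adjusted values, limit read from the data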
HTRA1 inhibitor: HTRA1 (human) protease inhibition; Q92743; inhibition, % at 5.96 µM; 0.5% of 340,000 active; recombinant HTRA1, FP-rhodamine activity-based probe, fluorescence polarization; in the data active = inhibition above about 36%;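 also: 0% = enzyme with DMSO and 100% = wells lacking enzyme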
PRMT1 inh: inhibitors of human PRMT1; Q99873; recombinant PRMT1, activity-based probe fluorescence polarization; inhibition, % at 2.79 µM; 1.3% of 370,000 active;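 active = inhibition above about 21% made by adding two undisclosed values, limit read from the data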
Target sequence (Q99873 whole entry, looked up): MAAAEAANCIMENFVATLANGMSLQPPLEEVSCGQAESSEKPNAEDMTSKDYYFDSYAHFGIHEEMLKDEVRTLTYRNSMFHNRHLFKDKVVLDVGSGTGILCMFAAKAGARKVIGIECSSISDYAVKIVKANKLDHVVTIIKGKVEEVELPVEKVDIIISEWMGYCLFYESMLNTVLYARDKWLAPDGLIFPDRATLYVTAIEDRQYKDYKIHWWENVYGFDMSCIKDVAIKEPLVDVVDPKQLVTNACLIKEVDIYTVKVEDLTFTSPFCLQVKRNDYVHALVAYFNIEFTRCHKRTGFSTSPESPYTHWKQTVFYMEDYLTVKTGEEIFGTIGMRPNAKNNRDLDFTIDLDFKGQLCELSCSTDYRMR
mABHD4 FP: ABHD4 (mouse) inhibition, primary FP screen. purified mABHD4, FP-Rh probe fluorescence polarization. inhibition, % at 8.92 µM. 0.54% of 370,000 active. AID 720543;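 active = inhibition exceeding the mean over every tested compound plus 3 SD, cut at about 30% in these data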;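 also: 0% = plate median of compound wells and 100% = S159A mutant with DMSO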
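System: mouse ABHD4 enzyme, wild type / Medium: HEPES pH 7.0, NaCl, Pluronic buffer / Reagent: FP-Rh activity-based fluorescent probe / Control set: S159A mutant high control, sample median low control / Detection: fluorescence polarization with parallel and perpendicular emission, 525/598 nm / Schedule: 45 min + 60 min at 25 °C / Compound dosing: 8.92 µM, single dose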
TDP2 inh: TDP2 (human) inhibition, absorbance primary screen. inhibition, % at 12.8 µM. 0.34% of 370,000 active. AID 720702. recombinant TDP2, T5PNP hydrolysis, p-nitrophenol absorbance 415 nm;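 active = inhibition above the mean of all tested compounds plus 3 SD, set per campaign, cut at about 25% in these data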;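 also: 0% = DMSO with enzyme and 100% = buffer with substrate but no TDP2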
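System – recombinant human TDP2 · Quantity – TDP2 enzyme at 120 nM final · Doses – single concentration, 12.8 µM nominal, with 1% DMSO · Incubation – 2 h at 37 °C · Measured by – epi absorbance of p-nitrophenol freed from T5PNP by hydrolysis · Read-out – % inhibition relative to enzyme-containing and enzyme-free wells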
rCAG RNA binder: binds r(CAG) RNA repeats | 1.3% of 370,000 active | inhibition, % at 3 µM | AID 651821 | r(CAG) RNA repeat, TO-PRO-1 dye displacement fluorescence;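 active = inhibition above the plate cutoff, the mean of all test compounds on that plate plus 3 SD, cut at about 35% in these data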;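 also: 0% = DMSO alone and 100% = 100 µM mitoxantrone as full dye displacement; higher means more dye released from RNA so lower well fluorescence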
TCR-CD3 inh: inhibitors of human TCR-CD3 interaction; TAMRA-labeled TCR probe fluorescence, biochemical; inhibition, % at 9.4 µM; 0.37% of 360,000 active; AID 651800; in the data active = inhibition above about 19%;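 also: recombinant mutant TCR 2C K166C tagged with TAMRA read by polarization; 0% = receptor in buffer alone and 100% = receptor with positive control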
* marks the source's active call; other numbers are inactive results; · = not tested or not shown. Only part of the results is shown, so the mix of outcomes need not match the whole.

SMILES	SIAE inh	LEDGF integ inh	MBD2 inh	NPR2 activator	HTRA1 inhibitor	PRMT1 inh	mABHD4 FP	TDP2 inh	rCAG RNA binder	TCR-CD3 inh
CCCCNCc1cc(Br)c(OCc2cccs2)c(OC)c1	-3	-5	-3	-4	-8	-1	11	5	6	4
Cc1ccc(S(=O)(=O)N(C)C)cc1NC(=O)CSc1nc2ccccc2[nH]1	-11	-5	4	-5	-3	3	-1	-6	0	0
O=C(c1ccccn1)c1conc1C(=O)c1ccc(Br)cc1	0	2	3	2	-4	-2	4	-5	4	-3
O=C1CCCN1c1cc(Cl)ccc1Cl	2	-1	-4	-2	7	1	9	-2	-2	-6
CCCNC(=S)Nc1ccc2nc(-c3ccccn3)c(-c3ccccn3)nc2c1	9	-1	-8	2	-3	9	7	2	-2	0
O=C(Nc1ccc2oc(-c3cccc4ccccc34)nc2c1)c1ncn[nH]1	-41	5	-4	-10	-13	-4	-7	9	7	-1
COc1ccccc1-c1cccc2[nH]c3c(c12)CCN1C(=O)[C@H]2[C@H](C)ON(C)[C@H]2C[C@@H]31	3	3	0	1	·	-3	6	-8	9	1
COc1cc2cnc(Cl)nc2cc1OC	6	-3	-6	1	-1	0	-7	-12	3	4
C[C@@H]1CN([C@H](C)CO)C(=O)CCCn2cc(nn2)CO[C@H]1CN(C)S(C)(=O)=O	-2	-1	-3	0	5	0	-1	-5	4	5
O=C(C[C@H]1C[C@H](C(=O)N2CCCCC2)[C@@]2(CCc3ccccc3)c3[nH]c4ccc(Cl)cc4c3CCN2C1=O)NCc1cccc(C(F)(F)F)c1	-1	4	-2	1	-1	1	2	1	4	-1
CCN(CC(=O)NCCCN1CCOCC1)S(=O)(=O)c1cc(Cl)ccc1Cl	3	0	0	0	6	3	0	5	0	0
Oc1ccc(C[C@H]2CNCCN2CCc2cc(C(F)(F)F)cc(C(F)(F)F)c2)cc1	4	-7	3	4	-1	-1	13	0	0	6
NC(N)=NS(=O)(=O)c1ccc(N/C=C/C(=O)c2ccc(Cl)c(Cl)c2)cc1	-13	1	8	-4	-46	1	-32	-5	25	-5
COc1ccc(-c2cnc3c(-c4ccc(F)cc4)cnn3c2N)cc1	-6	1	1	-13	1	-2	1	-9	0	-2
Cc1ccc2[nH]c(=O)c(-c3noc(C(C)C)n3)cc2c1	0	-2	1	2	1	-2	5	2	2	3

Entries of single compounds from above:
Results for `O=C(c1ccccn1)c1conc1C(=O)c1ccc(Br)cc1` → SIAE inh: 0; LEDGF integ inh: 2; MBD2 inh: 3; NPR2 activator: 2; HTRA1 inhibitor: -4; PRMT1 inh: -2; mABHD4 FP: 4; TDP2 inh: -5; rCAG RNA binder: 4; TCR-CD3 inh: -3
Results for `Cc1ccc(S(=O)(=O)N(C)C)cc1NC(=O)CSc1nc2ccccc2[nH]1` → SIAE inh: -11; LEDGF integ inh: -5; MBD2 inh: 4; NPR2 activator: -5; HTRA1 inhibitor: -3; PRMT1 inh: 3; mABHD4 FP: -1; TDP2 inh: -6; rCAG RNA binder: 0; TCR-CD3 inh: 0
Results for `O=C1CCCN1c1cc(Cl)ccc1Cl` → SIAE inh: 2; LEDGF integ inh: -1; MBD2 inh: -4; NPR2 activator: -2; HTRA1 inhibitor: 7; PRMT1 inh: 1; mABHD4 FP: 9; TDP2 inh: -2; rCAG RNA binder: -2; TCR-CD3 inh: -6

Other entries
SMILES	SIAE inh	LEDGF integ inh	MBD2 inh	NPR2 activator	HTRA1 inhibitor	PRMT1 inh	mABHD4 FP	TDP2 inh	rCAG RNA binder	TCR-CD3 inh
O=C1N[C@@H](Cc2ccccc2)C(=O)N2[C@H]1C[C@]1(Br)c3ccccc3N(S(=O)(=O)c3ccccc3)[C@H]21	0	2	-5	-4	-6	-1	-3	9	-1	4
CCOC(=O)C1C(=O)CC(O)(c2ccccc2)CC1c1ccccc1 (centres undefined)	-1	-5	-4	-4	6	1	12	5	-5	-7
COc1ccc(C(c2sc3ncnn3c2O)N2CCN(c3ccccc3F)CC2)cc1OC (centres undefined)	-1	-3	2	1	-2	4	0	-1	4	-8
COC(=O)c1cc2c(c3c4cc(F)ccc4n(S(=O)(=O)c4ccccc4)c13)C(=O)N(Cc1ccc(N(C)C)cc1)C2	7	-1	-3	5	·	-3	-2	2	12	4
COc1ccc(-c2[nH]nc3c2C(c2ccncc2)C(C#N)=C(N)O3)cc1 (centres undefined)	3	-2	3	1	-6	2	11	12	4	0
O=C1CCCC2=C1C(c1cccs1)n1ncnc1N2 (centres undefined)	0	-1	6	4	0	-1	1	10	2	8
Cc1cc2c(cc1C)N(Cc1ccc(Cl)cc1)C1=NCCCN12	1	-3	-2	6	5	-4	1	5	13	-3
O=C(NCc1ccccc1)c1cc(S(=O)(=O)N2CCC3(CC2)OCCO3)ccc1F	2	0	-3	-1	-5	-5	0	-6	-3	-2
S=C(Nc1ccccc1Cl)N(CCCN1CCOCC1)Cc1ccco1	7	-1	5	-2	-1	1	3	1	-4	3
Cc1cc(C(=O)COc2ccccc2[N+](=O)[O-])c(C)n1-c1cccc(S(=O)(=O)N2CCOCC2)c1	5	2	8	2	5	0	-6	4	3	-6
C[C@H](CO)N1C[C@H](C)[C@@H](CN(C)S(C)(=O)=O)Oc2ccc(NC(=O)C3CC3)cc2C1=O	-5	-1	2	1	-3	-2	6	-9	-2	1
CCCCOc1cccc(C2/C(=C(\O)c3ccc4c(c3)OCCO4)C(=O)C(=O)N2CCN2CCOCC2)c1 (centres undefined)	15	-2	0	0	0	-1	3	4	12	4
CCC(c1nnnn1-c1c(C)cccc1C)N1CCN(c2ccccn2)CC1 (centres undefined)	4	-4	-1	3	·	-3	0	-8	1	5
CC(OC(=O)c1ccccc1C(=O)N(C)c1ccccc1)C(=O)Nc1ccc(C(N)=O)cc1 (centres undefined)	-6	1	4	-7	-5	-2	-6	-14	0	-3
Cc1ccc(S(=O)(=O)c2ccc(C)cc2)cc1	-11	-1	-1	0	0	1	1	-3	-4	2
O=C(Nc1ccccc1)N1CCN2C(=O)c3ccccc3C12c1ccccc1 (centres undefined)	0	3	6	2	-17	2	1	5	-5	6
O=C(CN1CCN(c2cccc(C(F)(F)F)c2)CC1)Nc1cccc(C(F)(F)F)c1	4	4	5	-4	-26	4	-17	-14	1	-13
Cc1csc(NC(=O)c2cnccn2)n1	8	-1	3	-2	4	-1	-2	1	-3	1
COc1ccc(NC(=O)CCCCCN2C(=O)c3ccccc3C2=O)c(OC)c1	1	-2	-4	-1	4	3	1	-10	-6	9
C=CCc1cc(Cl)ccc1OCCCNC(C)CC (centres undefined)	-3	1	0	-7	5	-1	19	6	8	6
Nn1c(Cc2ccccc2)n[nH]c1=S	10	1	3	6	9	-2	2	6	-1	2
Cc1cc(NC(=O)Cn2ccc([N+](=O)[O-])n2)no1	0	-2	0	1	6	-1	2	-6	1	9
CCOC(=O)c1ccc(NC(=O)N2CCc3ccccc3C2)cc1	-9	2	0	3	-17	0	-12	-9	-3	6
O=C(O)c1ccc(OS(=O)(=O)c2ccc(Cl)s2)cc1	-1	1	2	1	-3	-1	2	7	1	3
CC1C(=O)N(Cc2cn(CC3CCCCC3)nn2)CCS(=O)(=O)N1Cc1ccc(-c2ccncc2)cc1 (centres undefined)	6	5	0	-3	5	1	2	-7	8	4
NC(=O)NC(Cc1ccccc1)c1ccccc1 (centres undefined)	1	0	0	-3	9	1	3	3	-2	4
CC(=O)N1CCN(Cc2nc3cc(NC(=O)Cn4nc(C)c5ccccc5c4=O)ccc3n2C)CC1	2	-1	-3	4	3	1	7	-4	0	0
COC(=O)c1sc(NC(=O)COc2c(C)cccc2C)nc1C	1	1	1	0	0	-1	0	-3	-1	-2
CCCC12CN3CCN(CC(C3)/C1=N\NC(=O)c1ccccc1N)C2	2	2	-4	4	-4	2	6	-1	-3	-5
CC1(C(=O)O)CCC(C(=O)Nc2ccc(Cl)c(Cl)c2)C1(C)C (centres undefined)	3	-4	5	-4	-4	-2	-13	11	0	-6
O=C(NCCCCO)c1ccc2c3c(cccc13)CC2	10	5	-2	0	-1	-5	-8	6	3	3
Cc1cnc(C(=O)OCC(=O)N(C)CC(=O)Nc2ccccc2Cl)cn1	2	1	1	4	0	1	1	8	0	2
C[C@H](CO)N1C[C@H](C)[C@@H](CN(C)C(=O)c2ccc(N3CCN(C)CC3)cc2)OCc2cn(nn2)CCCC1=O	8	0	4	1	·	2	9	4	0	-5
CC1CCN(C(=O)COc2ccc(S(=O)(=O)N3CCCC3)cc2)CC1	-2	3	1	4	1	1	4	-2	-6	2
CCOCCCn1c(=S)[nH]c2cc(C(=O)NC3CCCCC3C)ccc2c1=O (centres undefined)	0	1	2	-6	-6	-3	1	24	0	7
Cn1c(N)c(C(=O)COC(=O)c2ccc(Br)o2)c(=O)n(C)c1=O	-1	1	-1	0	5	3	3	11	0	-4
CC(=O)SC1CC(=O)C=C2CCC3C4CCC(=O)OC4(C)CCC3C21C (centres undefined)	11	1	-4	-1	-1	-4	-4	-8	1	-8

Four compounds out of the list, ordered by formula weight, low to high:
SMILES	SIAE inh	LEDGF integ inh	MBD2 inh	NPR2 activator	HTRA1 inhibitor	PRMT1 inh	mABHD4 FP	TDP2 inh	rCAG RNA binder	TCR-CD3 inh
CC1CCN(C(=O)COc2ccc(S(=O)(=O)N3CCCC3)cc2)CC1	-2	3	1	4	1	1	4	-2	-6	2
Cc1cnc(C(=O)OCC(=O)N(C)CC(=O)Nc2ccccc2Cl)cn1	2	1	1	4	0	1	1	8	0	2
Cn1c(N)c(C(=O)COC(=O)c2ccc(Br)o2)c(=O)n(C)c1=O	-1	1	-1	0	5	3	3	11	0	-4
C[C@H](CO)N1C[C@H](C)[C@@H](CN(C)C(=O)c2ccc(N3CCN(C)CC3)cc2)OCc2cn(nn2)CCCC1=O	8	0	4	1	·	2	9	4	0	-5
